# TcdB GH inh: TcdB glycohydrolase inhibition | P18177 | TcdB glycohydrolase enzymatic assay, plate reader | inhibition, % at 9.99 µM | 350,000 compounds, 0.24% hits | AID 652162; in the data active = inhibition above about 10%
# Target sequence (P18177 whole entry, looked up): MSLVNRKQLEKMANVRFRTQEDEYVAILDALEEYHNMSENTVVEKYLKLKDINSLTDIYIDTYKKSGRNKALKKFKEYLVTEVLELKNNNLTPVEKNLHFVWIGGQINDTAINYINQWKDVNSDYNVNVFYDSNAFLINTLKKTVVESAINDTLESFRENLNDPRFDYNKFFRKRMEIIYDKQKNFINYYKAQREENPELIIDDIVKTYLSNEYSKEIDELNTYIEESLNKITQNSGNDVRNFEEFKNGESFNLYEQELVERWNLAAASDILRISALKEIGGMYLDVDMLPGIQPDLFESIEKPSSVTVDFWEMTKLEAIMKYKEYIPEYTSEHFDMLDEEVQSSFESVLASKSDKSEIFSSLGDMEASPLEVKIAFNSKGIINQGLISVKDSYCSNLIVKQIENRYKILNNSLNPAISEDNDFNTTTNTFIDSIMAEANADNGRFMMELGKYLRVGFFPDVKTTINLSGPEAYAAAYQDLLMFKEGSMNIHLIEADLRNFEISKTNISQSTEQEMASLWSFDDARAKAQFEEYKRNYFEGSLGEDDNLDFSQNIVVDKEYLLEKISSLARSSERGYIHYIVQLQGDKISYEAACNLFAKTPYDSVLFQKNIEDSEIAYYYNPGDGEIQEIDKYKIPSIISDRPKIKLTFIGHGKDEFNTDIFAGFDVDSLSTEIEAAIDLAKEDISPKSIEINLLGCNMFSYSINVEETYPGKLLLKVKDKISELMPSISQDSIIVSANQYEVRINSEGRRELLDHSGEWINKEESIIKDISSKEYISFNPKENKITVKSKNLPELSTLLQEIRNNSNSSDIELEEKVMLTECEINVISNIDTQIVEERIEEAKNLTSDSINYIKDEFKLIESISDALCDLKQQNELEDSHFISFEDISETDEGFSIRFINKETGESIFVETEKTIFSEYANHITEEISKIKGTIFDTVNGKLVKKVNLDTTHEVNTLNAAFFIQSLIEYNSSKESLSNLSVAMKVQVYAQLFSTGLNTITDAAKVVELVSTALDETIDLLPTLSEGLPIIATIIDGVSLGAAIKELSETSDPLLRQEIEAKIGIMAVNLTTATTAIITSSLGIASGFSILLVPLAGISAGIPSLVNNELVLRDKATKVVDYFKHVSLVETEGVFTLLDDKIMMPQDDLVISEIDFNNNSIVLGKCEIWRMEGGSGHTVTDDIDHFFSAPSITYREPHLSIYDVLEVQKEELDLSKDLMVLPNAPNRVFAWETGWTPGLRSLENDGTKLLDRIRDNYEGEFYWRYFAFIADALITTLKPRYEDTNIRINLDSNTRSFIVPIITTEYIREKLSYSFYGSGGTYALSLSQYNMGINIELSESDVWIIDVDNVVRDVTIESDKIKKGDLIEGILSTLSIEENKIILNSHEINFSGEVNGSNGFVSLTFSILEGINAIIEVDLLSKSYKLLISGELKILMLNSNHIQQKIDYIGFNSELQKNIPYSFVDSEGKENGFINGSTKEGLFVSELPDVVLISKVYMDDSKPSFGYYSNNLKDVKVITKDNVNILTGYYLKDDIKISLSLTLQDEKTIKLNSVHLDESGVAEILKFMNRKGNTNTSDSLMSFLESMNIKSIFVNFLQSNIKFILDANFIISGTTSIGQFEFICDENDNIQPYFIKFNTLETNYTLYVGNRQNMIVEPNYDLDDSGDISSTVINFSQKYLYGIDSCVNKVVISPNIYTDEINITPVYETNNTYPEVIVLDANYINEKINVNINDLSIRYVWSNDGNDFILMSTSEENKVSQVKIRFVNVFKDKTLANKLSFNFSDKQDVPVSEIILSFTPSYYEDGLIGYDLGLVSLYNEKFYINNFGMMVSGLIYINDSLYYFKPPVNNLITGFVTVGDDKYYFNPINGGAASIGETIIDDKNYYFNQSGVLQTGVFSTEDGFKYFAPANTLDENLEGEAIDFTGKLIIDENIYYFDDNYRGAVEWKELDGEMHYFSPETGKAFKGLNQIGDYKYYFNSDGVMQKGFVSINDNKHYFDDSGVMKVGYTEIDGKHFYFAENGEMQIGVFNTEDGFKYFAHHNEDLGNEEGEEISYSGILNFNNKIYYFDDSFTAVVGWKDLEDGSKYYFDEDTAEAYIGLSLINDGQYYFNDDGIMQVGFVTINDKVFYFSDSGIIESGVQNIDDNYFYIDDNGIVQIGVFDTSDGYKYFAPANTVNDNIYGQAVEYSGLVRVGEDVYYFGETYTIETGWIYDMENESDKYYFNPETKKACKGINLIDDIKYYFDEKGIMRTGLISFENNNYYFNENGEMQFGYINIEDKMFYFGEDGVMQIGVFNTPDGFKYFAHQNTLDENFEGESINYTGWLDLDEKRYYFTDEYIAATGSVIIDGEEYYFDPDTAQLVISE
# BioA inh: blocks M. tuberculosis BioA enzyme activity. purified M. tuberculosis BioA enzyme, plate reader. 360,000 compounds, 0.096% hits. inhibition, % at 9.99 µM; in the data active = inhibition above about 40%
# Numbers without * were called inactive; & = joins results of further samples.
SMILES,TcdB GH inh,BioA inh
Cc1noc(C)c1NC(=O)N(C)C[C@@H]1Oc2c(NS(=O)(=O)c3ccc(Cl)cc3)cccc2C(=O)N([C@@H](C)CO)C[C@H]1C,1.0,0.1
CN(C)C(=O)[C@H]1[C@H](CO)[C@H]2Cn3c(ccc(-c4ccccc4)c3=O)[C@H]2N1CCC(F)(F)F,-19,-3.2
CCCNC(=O)C[C@H]1CC[C@@H]2[C@H](COC[C@H](O)CN2C(=O)Nc2c(C)noc2C)O1,-1.0,-1.9
CCC(=O)N(C)C[C@H]1Oc2cc(-c3ccccc3F)ccc2S(=O)(=O)N([C@H](C)CO)C[C@@H]1C,0.9,1.3
COCCNC(=O)[C@H]1[C@H](CO)[C@H]2Cn3c(ccc(C4=CCCCC4)c3=O)[C@@H]1N2Cc1cocn1,-0.4,-1.1
C[C@@H]1CN([C@H](C)CO)C(=O)Cc2cc(NC(=O)CCCCCC(=O)Nc3ccccc3N)ccc2O[C@H]1CN(C)S(=O)(=O)c1cn(C)cn1,-0.3,4.2
CC(C)NC(=O)N[C@@H]1CC[C@H](CC(=O)NC2Cc3ccccc3C2)O[C@H]1CO,-0.9,-3.1
C[C@H](CO)N1C[C@H](C)[C@H](CN(C)S(=O)(=O)c2ccccc2F)Oc2ncc(C#Cc3ccccc3F)cc2C1=O,0.6&0.3,-1.1&-3.9
CO[C@@H]1CN(C)C(=O)c2cc(NC(=O)C3CC3)ccc2OC[C@H](C)N(CC2CCCC2)C[C@@H]1C,0.0,-1.9
C[C@@H]1CN([C@H](C)CO)C(=O)CCCn2cc(nn2)CO[C@@H]1CN(C)C(=O)Nc1ccnc(N2CCOCC2)c1,-0.6,0.5
O=C(Nc1ccc(F)cc1)N1CCCCN2[C@@H](CO)[C@H](c3ccc(C#CC4CC4)cc3)[C@@H]2C1,1.2,2.5
C[C@@H]1CN([C@H](C)CO)C(=O)c2cccc(N(C)C)c2O[C@@H]1CN(C)Cc1ccc(Cl)c(Cl)c1,-2.2,-1.1
O=C(C[C@H]1C=C[C@H](NC(=O)CC2CC2)[C@@H](CO)O1)NCc1ccc(Cl)cc1,0.1,0.5
Cc1noc(C)c1S(=O)(=O)N(C)C[C@@H]1Oc2ccc(NC(=O)NC(C)C)cc2CC(=O)N([C@H](C)CO)C[C@H]1C,0.5,-2.5
CO[C@H]1CC[C@@H]2CCOc3ccc(C#N)cc3C(=O)N(C)C[C@H](C)C(=O)N(C)C[C@H]1O2,-1.8,2.6

# An excerpt of these results, as labelled records:
mol: O=C(Nc1ccc(F)cc1)N1CCCCN2[C@@H](CO)[C@H](c3ccc(C#CC4CC4)cc3)[C@@H]2C1
  TcdB GH inh = 1.2; BioA inh = 2.5

mol: C[C@@H]1CN([C@H](C)CO)C(=O)c2cccc(N(C)C)c2O[C@@H]1CN(C)Cc1ccc(Cl)c(Cl)c1
  TcdB GH inh = -2.2; BioA inh = -1.1

mol: O=C(C[C@H]1C=C[C@H](NC(=O)CC2CC2)[C@@H](CO)O1)NCc1ccc(Cl)cc1
  TcdB GH inh = 0.1; BioA inh = 0.5

mol: Cc1noc(C)c1S(=O)(=O)N(C)C[C@@H]1Oc2ccc(NC(=O)NC(C)C)cc2CC(=O)N([C@H](C)CO)C[C@H]1C
  TcdB GH inh = 0.5; BioA inh = -2.5

# More results follow:
SMILES,TcdB GH inh,BioA inh
CO[C@H](CN(C)S(=O)(=O)c1cccc(Cl)c1)[C@@H](C)CN([C@@H](C)CO)S(=O)(=O)c1ccc(Cl)cc1,-0.4,0.3
Cc1cccc(S(=O)(=O)N[C@H]2CC[C@@H](CCn3cc(-c4ccccn4)nn3)O[C@@H]2CO)c1,-2.0,-3.1
C[C@@H]1CN([C@H](C)CO)C(=O)Cc2cc(NC(=O)CCCCCC(=O)Nc3ccccc3N)ccc2O[C@@H]1CN(C)Cc1ccc(Cl)c(Cl)c1,1.2,-3.0
CNC[C@H]1OCCCC[C@@H](C)Oc2ccc(NC(=O)NC3CCCCC3)cc2C(=O)N([C@H](C)CO)C[C@@H]1C,-1.3,0.3
COc1ccc(S(=O)(=O)N(C)C[C@H]2Oc3ccc(NC(=O)Nc4ccc(F)cc4)cc3C(=O)N([C@H](C)CO)C[C@@H]2C)cc1,0.3,0.8
CCCNC(=O)[C@@H]1[C@@H](CO)[C@@H]2Cn3c(ccc(C4=CCCC4)c3=O)[C@@H]2N1C(=O)c1cnccn1,-0.1,0.7
CC(=O)N(C)C[C@H]1Oc2cc(-c3cccc(C#N)c3)ccc2S(=O)(=O)N([C@H](C)CO)C[C@H]1C,0.0,0.3
C[C@@H]1CN([C@@H](C)CO)C(=O)c2cc(-c3ccc(C#N)cc3)cnc2O[C@@H]1CN(C)Cc1cccnc1,-0.2,1.0
C[C@@H]1CN([C@H](C)CO)C(=O)c2cc(NC(=O)C3CC3)ccc2O[C@H]1CN(C)Cc1ccncc1,-7.9,0.3
Cc1noc(C)c1S(=O)(=O)Nc1ccc2c(c1)CC(=O)N([C@H](C)CO)C[C@@H](C)[C@@H](CN(C)C(=O)Nc1ccc(F)cc1)O2,-0.4,1.0
CO[C@H]1CC[C@@H]2CCOc3ccc(C#N)cc3C(=O)N(C)C[C@@H](C)C(=O)N(C)C[C@H]1O2,-0.6,-2.8
COc1ccc(S(=O)(=O)Nc2ccc3c(c2)CC(=O)N([C@H](C)CO)C[C@H](C)[C@@H](CN(C)C(=O)NC(C)C)O3)cc1,-4.1,-0.5
CC(=O)N(C)C[C@@H]1Oc2ncc(-c3ccc(F)cc3)cc2C(=O)N([C@H](C)CO)C[C@@H]1C,0.8,-2.7
C[C@@H]1CN([C@H](C)CO)C(=O)Cc2cc(NS(=O)(=O)c3ccccc3)ccc2O[C@H]1CN(C)CC1CCCCC1,-0.6,-0.3
C[C@@H]1CN([C@@H](C)CO)C(=O)c2cccc(NS(=O)(=O)c3cn(C)cn3)c2O[C@@H]1CN(C)S(=O)(=O)c1ccc(F)cc1,-1.3,-3.2
C[C@H](CO)N1C[C@H](C)[C@H](CN(C)Cc2ccc(Cl)c(Cl)c2)Oc2ccc(NC(=O)CCCN(C)C)cc2C1=O,1.6,0.8
CNC[C@@H]1Oc2ccc(N(C)C)cc2CC(=O)N([C@@H](C)CO)C[C@@H]1C,-15,-0.7
C[C@H](CO)N1C[C@H](C)[C@H](CN(C)Cc2ccc(Cl)c(Cl)c2)Oc2c(NC(=O)Nc3ccc4c(c3)OCO4)cccc2C1=O,-0.8,-0.8
C[C@H](CO)N1C[C@H](C)[C@H](CN(C)C(=O)Nc2ccnc(N3CCOCC3)c2)OCc2ccccc2-c2ccccc2C1=O,2.0,-4.3
O=C(NCc1ccccc1)[C@H]1N[C@H]2c3cccc(=O)n3C[C@H]2[C@@H]1CO,1.4,-1.6
O=C(O)C[C@@H]1C[C@H]2c3cc(NC(=O)NC4CCCCC4)ccc3O[C@H]2[C@H](CO)O1,-0.7,-2.4
COc1ccccc1S(=O)(=O)N(C)C[C@H]1Oc2cc(C#CCC(C)C)ccc2S(=O)(=O)N([C@@H](C)CO)C[C@H]1C,-0.6,0.0
CNC[C@@H]1Oc2c(NC(=O)Nc3ccc(OC)cc3)cccc2C(=O)N([C@H](C)CO)C[C@H]1C,1.0,0.3
N#C[C@@H]1[C@H](c2ccc(C#CC3CCCC3)cc2)[C@@H](CO)N1C(=O)Nc1ccc(F)cc1,-0.7,-1.3
C[C@@H]1CN([C@H](C)CO)C(=O)c2cccc(NC(=O)Nc3ccc(F)cc3)c2O[C@H]1CN(C)C(=O)Nc1ccc(F)cc1,1.7,-0.7
O=C(c1cccnc1)N1C[C@@H]2[C@H](c3ccccc31)[C@H](CO)N2Cc1ccc2c(c1)OCO2,0.9,-0.8
C[C@@H]1CCCCO[C@H](CN(C)C(=O)Nc2ccc(C(F)(F)F)cc2)[C@H](C)CN([C@H](C)CO)C(=O)c2cc(NS(C)(=O)=O)ccc2O1,1.5,-2.3
COc1ccc(CN2C[C@H](O)COC[C@H]3O[C@@H](CC(=O)NCc4ccccc4Cl)CC[C@@H]32)cc1,-0.9,-0.7
Cc1noc(C)c1S(=O)(=O)Nc1ccc2c(c1)C(=O)N([C@@H](C)CO)C[C@@H](C)[C@H](CN(C)S(=O)(=O)c1cccs1)O2,0.6,0.5
CCNC(=O)C[C@H]1CC[C@@H]2[C@H](COC[C@H](O)CN2C(=O)C2CCCC2)O1,1.2,8.9
C/C=C/c1ccc2c(c1)O[C@H](CN(C)S(C)(=O)=O)[C@H](C)CN([C@H](C)CO)S2(=O)=O,0.2,-1.8
O=C(Nc1ccc(Cl)c(Cl)c1)N[C@@H]1CC[C@H](CCn2cc(C3CCCCC3)nn2)O[C@H]1CO,-0.4,1.7
CC(C)c1cn(CC[C@@H]2CC[C@@H](NS(=O)(=O)Cc3ccccc3)[C@H](CO)O2)nn1,-1.5,2.3
C[C@H](CO)N1C[C@H](C)[C@H](CN(C)S(=O)(=O)c2cn(C)cn2)OCCCC[C@H](C)Oc2ccc(NC(=O)c3ccncc3)cc2C1=O,-0.1,0.7
C[C@H](NC(=O)C[C@H]1CC[C@@H](NC(=O)C2CCC2)[C@H](CO)O1)c1ccccc1,-0.3,4.5
C[C@@H]1CCCCO[C@@H](CN(C)C(=O)CCCN(C)C)[C@@H](C)CN([C@H](C)CO)C(=O)c2cc(NS(=O)(=O)c3cccs3)ccc2O1,0.5,2.6
O=C(Nc1ccc(F)cc1)N[C@@H]1C=C[C@H](CC(=O)N2CCOCC2)O[C@@H]1CO,-2.5,1.8
C[C@@H]1CN([C@@H](C)CO)C(=O)c2cccc(NC(=O)c3cnccn3)c2O[C@@H]1CN(C)Cc1ccc(C(=O)Nc2ccccc2N)cc1,1.0,0.3
O=C(C[C@@H]1CC[C@@H]2[C@H](COC[C@@H](O)CN2C(=O)Nc2ccc(F)cc2)O1)NCCc1ccncc1,-0.6,-0.3
Cc1ccccc1-c1ccc([C@H]2[C@@H](CO)N3CCCCN(C(=O)Nc4cccc(F)c4)C[C@@H]23)cc1,1.0,16
C[C@H]1CN([C@@H](C)CO)C(=O)c2cccc(NC(=O)C3CCCCC3)c2O[C@H]1CN(C)Cc1ccccc1,-6.8,-2.4
C[C@H](CO)N1C[C@H](C)[C@@H](CN(C)S(=O)(=O)c2cn(C)cn2)Oc2ccc(NC(=O)Nc3cccc4ccccc34)cc2C1=O,-0.3,-0.5
O=C(C[C@@H]1CC[C@@H](NC(=O)Nc2ccccc2)[C@H](CO)O1)NCc1cccc(F)c1,-0.2,-4.0
O=S(=O)(N[C@@H]1CC[C@H](CCNS(=O)(=O)c2ccccc2Cl)O[C@@H]1CO)c1ccccc1,-0.7&-0.4,13
CCCN(C)C[C@H]1Oc2cc(C#CC3CCCC3)ccc2S(=O)(=O)N([C@H](C)CO)C[C@H]1C,-0.5,0.0

# A different layout for some results above.
SMILES	TcdB GH inh	BioA inh
CCCN(C)C[C@H]1Oc2cc(C#CC3CCCC3)ccc2S(=O)(=O)N([C@H](C)CO)C[C@H]1C	-0.5	0.0
O=C(Nc1ccc(F)cc1)N[C@@H]1C=C[C@H](CC(=O)N2CCOCC2)O[C@@H]1CO	-2.5	1.8

# Next section:
SMILES,TcdB GH inh,BioA inh
CC(C)NC(=O)Nc1ccc2c(c1)C(=O)N([C@@H](C)CO)C[C@H](C)[C@@H](CN(C)S(=O)(=O)c1ccc(Cl)cc1)OCCCC[C@H](C)O2,-4.6,0.0
C[C@@H]1CN([C@@H](C)CO)C(=O)c2cccc(NC(=O)c3nc4ccccc4s3)c2O[C@H]1CN(C)S(C)(=O)=O,0.0,-0.7
CC(C)NC(=O)N(C)C[C@@H]1Oc2ccc(NC(=O)c3ccncc3)cc2C(=O)N([C@@H](C)CO)C[C@H]1C,-0.5,1.3
C[C@@H]1CCCCO[C@H](CN(C)Cc2ccncc2)[C@H](C)CN([C@H](C)CO)C(=O)c2cc(NS(=O)(=O)c3ccc(F)cc3)ccc2O1,0.9,-0.3
O=C(C[C@H]1CC[C@@H]2[C@H](COC[C@H](O)CN2Cc2cccc(-c3ccncc3)c2)O1)N1CCN(c2ccccc2)CC1,0.3,-1.4
NCC[C@@H]1CC[C@@H](NC(=O)c2ccccc2F)[C@H](CO)O1,-0.8,-1.5
CO[C@@H]1CN(C)C(=O)c2ccc(NC(=O)C3CCCCC3)cc2OC[C@H](C)N(C)C[C@H]1C,-2.1,0.3
CCCNC(=O)N1C[C@H]2[C@@H](c3ccccc31)[C@@H](CO)N2C(=O)Cc1ccccn1,0.0,0.6
O=C(NCC[C@H]1CC[C@H](NC(=O)C2CC2)[C@H](CO)O1)c1ccc(F)cc1,-1.2,-2.7
COc1ccc(S(=O)(=O)N(C)C[C@H]2OCc3ccccc3-c3ccccc3C(=O)N([C@H](C)CO)C[C@H]2C)cc1,-0.2,0.7
CNC[C@@H]1Oc2ccc(NS(=O)(=O)c3ccc(F)cc3)cc2C(=O)N([C@H](C)CO)C[C@@H]1C,0.1,-2.5
C[C@@H]1CCCCO[C@@H](CN(C)S(=O)(=O)c2ccc(F)cc2)[C@H](C)CN([C@@H](C)CO)C(=O)c2cc(NC(=O)Nc3ccc(C(F)(F)F)cc3)ccc2O1,-0.1,-1.9
C[C@@H](NC(=O)C[C@@H]1CC[C@@H](NC(=O)C2CC2)[C@H](CO)O1)c1ccccc1,0.1,3.2
C[C@H](CO)N1C[C@H](C)[C@@H](CN(C)C(=O)Cc2ccccn2)Oc2ncc(C#CC3CCCCC3)cc2C1=O,-0.7,3.5
CC(C)c1cn(CC[C@@H]2CC[C@H](NC(=O)Nc3cc(Cl)cc(Cl)c3)[C@@H](CO)O2)nn1,7.1,-1.9
C[C@H](CO)N1C[C@H](C)[C@H](CN(C)S(=O)(=O)c2cccs2)Oc2ccc(NC(=O)Cc3cn(C)c4ccccc34)cc2CC1=O,-4.1,0.5
Cc1ccc(S(=O)(=O)N(C)C[C@H]2Oc3c(NS(C)(=O)=O)cccc3C(=O)N([C@H](C)CO)C[C@@H]2C)cc1,-2.2,1.5

# Bioassay records deposited in PubChem by Broad Institute.

# An excerpt; count on the stated rates, not on these rows.
